Compound activity from PubChem BioAssay.
PLCg1 inh = blocks human PLC-gamma1 enzyme activity; P19174; purified PLC-gamma1, fluorogenic substrate, fluorescence; inhibition, % at 12.2 µM; 370,000 tested, 0.84% active; in the data active = inhibition above about 9.5%
UHRF1 MBD2 ctr = blocks human UHRF1 binding to methylated DNA. AID 687016. 370,000 tested, 0.75% active. UHRF1 binding to methylated oligo, TR-FRET. inhibition, % at 4.4 µM. Q96T88; in the data active = inhibition above about 21%;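 also: UHRF1 SRA domain binding a hemimethylated CpG hairpin DNA probe; 0% = median of test compound wells and 100% = reference inhibitor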
NR1D1 modulator = Rev-erb alpha (human) modulation; P20393; AID 1259318; Rev-erbα–FITC-DNA binding, fluorescence polarization, 90 min; activity, % at 10 µM; 370,000 tested, 0.79% active;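 active = activity above about 14%, limit read from the data; passing the limit was not always enough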;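 also: 0% = DMSO wells with 35 nM protein and 100% = DMSO wells with 750 nM protein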
ASAP1 GAP inh = blocks human ASAP1-stimulated Arf1 GTP hydrolysis. Q9ULH1. AID 624377. GDP FP detection. inhibition, % at 16.5 µM. 360,000 tested, 0.19% active; in the data active = inhibition above about 25%;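 also: 0% = vehicle with enzyme and substrate and 100% = no enzyme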
Target sequence (Q9ULH1 325-724 limits assumed): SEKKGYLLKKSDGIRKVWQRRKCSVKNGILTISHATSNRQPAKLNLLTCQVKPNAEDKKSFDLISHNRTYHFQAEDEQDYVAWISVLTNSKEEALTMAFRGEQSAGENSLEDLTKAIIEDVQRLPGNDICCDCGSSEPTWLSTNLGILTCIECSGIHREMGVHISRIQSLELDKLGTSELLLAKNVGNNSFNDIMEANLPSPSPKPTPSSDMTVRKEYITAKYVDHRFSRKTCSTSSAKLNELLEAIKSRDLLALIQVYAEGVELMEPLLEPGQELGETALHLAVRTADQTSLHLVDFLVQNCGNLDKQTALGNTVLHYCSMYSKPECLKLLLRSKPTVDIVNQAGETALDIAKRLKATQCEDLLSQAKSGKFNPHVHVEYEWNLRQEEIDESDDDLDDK
KLK7 zymogen act = activates the human kallikrein-7 zymogen. P49862. purified proKLK7, EDANS-DABCYL substrate fluorescence; 100% is mature enzyme control, 0% vehicle. activation, % at 7 µM. 370,000 tested, 0.9% active. AID 652039;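 active = activation above the mean of all tested compounds plus 3 SD, computed per campaign excluding outliers beyond control limits, cut at about 13% in these data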
DDE Tn6 FP inh = DD(E)-Tn6 binding inhibition, primary FP screen; Fibrin DD(E) TRITC-Tn6 fluorescence polarization displacement; inhibition, % at 8.3 µM; 370,000 tested, 0.21% active; AID 720509;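 active = inhibition above a per-campaign cutoff: mean of compounds within control limits plus 3 SD, cut at about 15% in these data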;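 also: 0% = median of all compound wells on the plate and 100% = blocking peptide control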
Target sequence (P02675 whole entry, looked up): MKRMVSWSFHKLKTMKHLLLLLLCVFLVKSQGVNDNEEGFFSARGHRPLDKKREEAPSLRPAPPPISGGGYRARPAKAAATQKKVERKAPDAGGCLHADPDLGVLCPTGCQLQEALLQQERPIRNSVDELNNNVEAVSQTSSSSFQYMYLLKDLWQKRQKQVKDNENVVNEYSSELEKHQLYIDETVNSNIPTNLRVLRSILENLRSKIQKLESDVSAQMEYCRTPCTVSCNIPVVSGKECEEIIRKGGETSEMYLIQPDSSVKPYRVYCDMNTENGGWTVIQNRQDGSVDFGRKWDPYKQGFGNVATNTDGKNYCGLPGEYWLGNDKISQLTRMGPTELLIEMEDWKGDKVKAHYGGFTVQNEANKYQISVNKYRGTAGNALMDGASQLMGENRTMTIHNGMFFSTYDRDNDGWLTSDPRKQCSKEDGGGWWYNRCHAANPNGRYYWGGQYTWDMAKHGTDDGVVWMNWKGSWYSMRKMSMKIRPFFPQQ
ARFGAP1 inhibitor = inhibitors of rat ARFGAP1; Q62848; 360,000 tested, 0.26% active; inhibition, % at 16.5 µM; Arfgap1-stimulated ARF1 GTP hydrolysis, GDP FP detection;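 active = inhibition above a per-plate limit, mean inhibition of low control wells plus 3 SD, cut at about 25% in these data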;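 also: 0% = DMSO wells with enzyme and 100% = wells lacking Arfgap1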
Target sequence (Q62848 1-136 limits assumed): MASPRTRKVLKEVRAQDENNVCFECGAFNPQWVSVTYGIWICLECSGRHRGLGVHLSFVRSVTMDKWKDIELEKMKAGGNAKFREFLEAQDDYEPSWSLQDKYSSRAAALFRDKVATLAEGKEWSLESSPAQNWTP
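System: truncated rat Arfgap1 GAP domain / Benchmarks: high control wells lacking Arfgap1, low control full reaction with DMSO / Times: compound-enzyme preincubation 20 min, reaction 120 min, detection 60 min, 25 °C / Repeats: one replicate per compound / Also added: human ARF1(Δ1-17)-GTP substrate / Measured by: Tracer-displacement fluorescence polarization with EDTA stop, 620/688 nm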
DDE Tn7 FP inh = inhibitors of Tn7 peptide binding to human fibrin DD(E) | AID 720508 | 370,000 tested, 0.13% active | FP displacement of FITC-Tn7 peptide from fibrin DD(E); 0% = median of compound wells per plate | inhibition, % at 8.3 µM;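 active = inhibition above the mean of compounds falling within the control limits plus 3 SD of them, cut at about 14% in these data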;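 also: 0% = plate median of compound wells and 100% = 10 µM Aha-Tn7 peptide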
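system = human fibrin DD(E) protein | quantity = DD(E) 2 µM final | medium = Tris/NaCl/CaCl2 buffer, pH 7.8 | also added = labelled Tn7 tracer, 0.1 µM | compound dosing = single point at 8.3 µM | timing = compound with protein 10 min, then 3 h after probe, room temperature | signal = FP measurement | benchmarks = Aha-Tn7 high control | repeats = one replicate per compound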
PLC-beta3 inh = blocks human PLC-beta3 enzyme activity. Purified PLC-beta3, fluorogenic substrate, fluorescence. Q01970. AID 720704. inhibition, % at 12.2 µM. 370,000 tested, 0.18% active; in the data active = inhibition above about 11%;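 also: 0% = median of compound wells on plate and 100% = full blocker control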
HGIII-sPLA2 inh = Blocks human group III sPLA2 activity; Q9NZ20; QFRET BODIPY PC-A2 liposome hydrolysis, fluorescence; inhibition, % at 12.2 µM; 370,000 tested, 0.56% active; AID 743126;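 active = inhibition above mean plus 3 SD of compounds lying within the high and low control bounds, cut at about 19% in these data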;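 also: 0% = median of test compound wells and 100% = no enzyme DMSO wells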
Numbers without * were called inactive; . = no result given; & = joins results of further samples.

SMILES	PLCg1 inh	UHRF1 MBD2 ctr	NR1D1 modulator	ASAP1 GAP inh	KLK7 zymogen act	DDE Tn6 FP inh	ARFGAP1 inhibitor	DDE Tn7 FP inh	PLC-beta3 inh	HGIII-sPLA2 inh
CC(Oc1ccc(Cl)cc1Cl)C(=O)Nn1cnnc1 (stereo unspecified)	1	0	-1	1	-0.1	-2	5	-3	0	1
CCN(CC)S(=O)(=O)c1ccc(Cl)c(NC(=O)COC(=O)c2ccc(O)cc2)c1	8	2	1	7	0.2	-2	9	-8	-3	-18
CC(=O)NCCc1nc2cc(NS(=O)(=O)c3ccccc3)ccc2n1C	4	1	4	0	0.1	0	2	-3	-1	7
CC1CCc2cc(F)ccc2N1C(=O)c1ccncc1 (stereo unspecified)	1	2	3	-2	0.5	-1	-3	-3	3	7
Nc1ncc(-c2ccccc2)c(-c2ccc(O)cc2O)n1	-8	0	5	-5	-0.5	1	-12	6	-17	-4
COc1ccc(/C=C/C(=O)OCC(=O)NC(C)CCc2ccccc2)cc1OC (stereo unspecified)	-69	-1	1	0	2.0	7	-3	14*	-94	-11
CCCCC1NC(C(=O)O)CS1 (stereo unspecified)	0	4	-2	7	0.1	4	1	1	-3	15
CCOC(=O)c1sc(NC(=O)C(C)(C)C)cc1C	3	-1	-2	-1	0.1	-10	-2	-5	3	-1
CCN1CCN(S(=O)(=O)Cc2ccccc2)CC1	4	4	-3	3	0.2	-3	5	-1	6	4
O=C(NCc1ccco1)c1ccc(Cl)nc1	0	1	-2	11	-0.1	0	-5	-1	-13	4
COC(=O)c1cc([N+](=O)[O-])ccc1N1CCN(Cc2ccccc2)CC1	3	5	6	6	0.6	-5	2	8	2	6
CCOC(=O)c1ccc(NC(=O)c2ccc(OC(C)C)c(OC)c2)cc1	-2	3	-2	19	1.2	-3	1	-2	-7	-8

The closing four entries of the section above lead into the next:
SMILES	PLCg1 inh	UHRF1 MBD2 ctr	NR1D1 modulator	ASAP1 GAP inh	KLK7 zymogen act	DDE Tn6 FP inh	ARFGAP1 inhibitor	DDE Tn7 FP inh	PLC-beta3 inh	HGIII-sPLA2 inh
CCN1CCN(S(=O)(=O)Cc2ccccc2)CC1	4	4	-3	3	0.2	-3	5	-1	6	4
O=C(NCc1ccco1)c1ccc(Cl)nc1	0	1	-2	11	-0.1	0	-5	-1	-13	4
COC(=O)c1cc([N+](=O)[O-])ccc1N1CCN(Cc2ccccc2)CC1	3	5	6	6	0.6	-5	2	8	2	6
CCOC(=O)c1ccc(NC(=O)c2ccc(OC(C)C)c(OC)c2)cc1	-2	3	-2	19	1.2	-3	1	-2	-7	-8
Cc1cccc(C(=O)NC2CCN(C(=O)Nc3ccccc3C)CC2)c1	5	1	2	-7	-0.3	3	1	6	1	-1
CC(C)NC(=O)Nc1cccc2c1O[C@H](CN(C)C(=O)Nc1ccccc1)[C@@H](C)CN([C@H](C)CO)C2=O	-1	-1	-2	-2	0.0	7	8	-2	2	6
O=C(CN1C(=O)CCC1=O)Nc1ccc(Br)cc1	3	-1	0	-1	0.0	-3	-5	-4	0	3
N#Cc1ccc(-c2ccc(F)cc2)nc1Oc1ccccc1	3	1	-1	8	-3.4	-4	6	-5	-4	6
CCN(CC)CCCNC(=O)c1[nH]c2ccccc2c1Sc1ccc(Cl)cc1	-9	1	0	1	0.2	-4	4	10	-29	2
CCCCCCCOC(=O)C1=C(C)Nc2ncnn2C1c1cccs1 (stereo unspecified)	2	1	3	-10	-0.6	5	-6	6	2	-3
Cc1ccc(NC(=S)NCCN2CCOCC2)cc1F	3	1	1	-10	0.8	3	6	-2	-2	7
O=C1NCC(COCc2ccco2)O1 (stereo unspecified)	0	1	-4	-6	0.5	0	4	0	-1	7
CCS(=O)(=O)c1ccc2oc(SCC(=O)NC(C)C3CC4CCC3C4)nc2c1 (stereo unspecified)	0	3	-4	13	-0.5	-8	6	5	2	6
O=C(CCCN1C(=O)/C(=C\c2cccc(Br)c2)SC1=S)Nc1ccc(C(=O)O)cc1	5	0	-6	-1	-0.5	2	-4	1	1	7
Cn1cc(C(=O)Nc2ccc(C#N)cc2)c2ccccc2c1=O	0	0	3	-7	0.5	1	1	7	-2	-3
O=[N+]([O-])c1ccc(NCCCNS(=O)(=O)c2ccccc2)cc1	3	-4	6	-14	-0.1	1	1	-3	2	-28
CCc1ccccc1NC(=O)Cn1nnc(C(=O)NCc2cccc(OC)c2)c1N	2	-1	-2	-4	-0.1	6	-6	4	-4	2
CCN(CC)CCCNC(=O)c1ccc(N2CCCCC2)c(NS(=O)(=O)c2ccc(C)cc2)c1	2	-1	-3	-2	-0.3	0	7	-7	1	-7
CN1CCC(OC(c2ccccc2)c2ccccc2)CC1	0	1	4&-8	10	0.0	3	8	-2	-1	8
Cc1cc2c(c(=O)o1)[C@@]1(C(=O)N(c3ccccc3)c3ccccc31)C1=C(CCCC1=O)O2	1	-1	1	-7	-0.2	4	1	-4	0	1
Cn1c(-c2ccc(Cl)nc2)nc2cc(Cl)ccc21	0	-3	-8	7	-0.3	-5	10	-3	-6	5
Cc1cc(C(C)(C)C)n2nc(C)c(-c3ccccc3)c2n1	-3	1	32*	3	0.1	-2	-11	8	-5	-2
Cc1ccc(C)c(S(=O)(=O)N2CCC(c3nc4c(nnn4Cc4ccc(F)cc4)c(=O)[nH]3)CC2)c1	7	0	-3	8	0.4	-5	8	-2	-2	-37
Cc1nn(C)c(=S)n1-c1ccc(Cl)cc1	3	1	0	3	0.1	-5	11	-3	0	3
Nc1nonc1C(=O)N1CCCCC1	0	2	2	-16	0.7	6	3	11	1	9
Cc1ccc(F)cc1NC(=O)CSc1nc(Nc2ccccc2)nc(N2CCOCC2)n1	-2	2	-2	7	0.6	-5	-1	-1	-4	11
COc1ccc(C2Nc3ccccc3C(=O)N2C2CCCCC2)cc1 (stereo unspecified)	-306	0	-1	-2	1.6	-6	-3	4	-485	-11
O=C(NC(=S)NCc1ccccc1)c1ccc(Br)cc1	-4	-2	5	4	0.5	10	-2	5	-8	-8
COc1ccc(CNC(=O)CCc2c(C)nc3cc(-c4ccccc4OC)nn3c2C)cc1	-105	2	1	12	-4.2	-3	-1	-2	-165	-11
CCN(CC(=O)Nc1ccc2c(c1)OCCO2)C(=O)c1cc(S(=O)(=O)N2CCOCC2)ccc1F	3	1	3	7	-0.6	4	9	-3	-4	10
Cc1ccc2[nH]c(CCN(C)C)c(CN3CCOCC3)c2c1	-4	1	-2	3	0.5	-1	-6	4	-6	1
Cc1ccccc1NC(=O)C(C)OC(=O)CNS(=O)(=O)c1ccc(C#N)cc1 (stereo unspecified)	-6	-2	6	-1	0.2	-4	3	5	-1	8
COC(=O)[C@]1(C)N[C@H](CN(C)C(=O)Nc2ccc(Cl)cc2)[C@@H]2C(=O)N(Cc3ccccc3)C(=O)[C@@H]21	5	10	-5	11	1.0	3	-17	0	0	-5
Cc1csc(NC(=O)c2ccc(-c3ccc(Cl)cc3Cl)o2)n1	-4	-2	7	-19	-0.4	3	7	-5	-5	0
Cc1cc(=O)[nH]c(SCC(=O)N2CCCC(C)C2)n1 (stereo unspecified)	4	3	4	1	-0.3	-6	3	-5	-4	2
O=C(O)c1ccc(Cl)c(S(=O)(=O)NCC2CCCO2)c1 (stereo unspecified)	2	5	1	-7	0.3	-4	-1	-1	4	5
Cc1ccc(CNC(=O)C2CCCN(S(=O)(=O)c3cccc4nonc34)C2)cc1 (stereo unspecified)	2	0	-7	8	-0.7	-8	7	-5	-2	4
O=C(Cn1c(=O)c(=O)n(Cc2ccccc2)c2ccc(Cl)cc21)Nc1cccc(F)c1	4	3	44*	8	2.3	5	-2	-5	1	9
C1=C(CCNc2ncnc3c2[nH]c2ccccc23)CCCC1	-18	0	-1	7	0.2	-17	-13	-4	-25	-39
CCN(CC)CCNC(=O)c1ccc(NC(=O)c2cccc(S(=O)(=O)N3CCCCCC3)c2)cc1	1	-1	-1	5	0.0	-3	8	-1	-1	-8
CC(C)C(NC(=O)C1CCCCC1)C(=O)NCCc1ccccc1 (stereo unspecified)	1	21*	0	-6	-0.3	13	-7	11	-5	1
C/C(=N\O)C(C)(C)Nc1ccc(Cl)cc1	1	4	-2	-4	0.2	1	9	7	-4	3
CCc1cc2c(N3CCN(c4ccccc4)CC3)ncnc2s1	5	-2	3	7	0.2	-5	-3	-5	2	3
CCOC(=O)c1cc(C(C)C)sc1NC(=O)COC(=O)c1nccnc1N	-48	0	3	6	0.6	-4	11	-4	-63	9
C#CCN1CC(N(C)CCOC(=O)c2ccc(C(C)(C)C)cc2)CS1(=O)=O (stereo unspecified)	-2	-2	1	.	0.1	9	.	4	-3	-5
Cn1cccc1CNCc1ccccc1Cl	-3	-2	-3	-14	-0.1	9	-8	-1	-4	2
Cn1ncc(Br)c1C(=O)NCc1cccs1	2	-5	0	-16	-0.2	4	1	-4	3	-3
NC(=O)CN1N=C(c2cc(Cl)sc2Cl)CSC1=O	-1	-2	3	-2	-0.5	6	-1	6	2	-7
NC(=O)c1ccc(NC(=O)CNCc2ccccc2Cl)cc1	2	0	-4	-15	0.8	4	-4	-3	-6	-6
Cc1c(Cl)cccc1NC(=O)Cc1ccc([N+](=O)[O-])cc1	1	-2	-4	0	-0.9	6	10	-5	3	-1
c1ccc(-n2nnnc2Sc2ncnc3sc4c(c23)CCCC4)cc1	0	1	-1	7	-0.2	3	7	-3	1	0
Cc1cccnc1C(c1ccc(F)cc1)N(C)C(=O)C1CCN(CCOc2ccc(Cl)cc2Cl)CC1 (stereo unspecified)	1	-1	3	15	-1.0	2	3	3	3	-17
CCOC(=O)CSc1nc2c(sc(=S)n2-c2ccc(CC)cc2)c(=O)[nH]1	8	-2	-3	-8	-0.1	-12	0	1	-1	-32
Cn1c(=O)[nH]c(=O)c2c1nc(SCCN1CCCCC1)n2CCCc1ccccc1	2	-1	7	4	0.8	12	3	3	-1	7
CC(C)n1c(SCC(=O)NC2CC2)nnc1C1CC1	4	2	0	-8	-0.3	1	-4	4	-5	6
C[C@H](CO)N1C[C@H](C)[C@H](CN(C)S(=O)(=O)c2ccccc2)OCc2ccccc2-c2c(n(C)c3ccccc23)C1=O	1	-1	0	6	0.2	3	12	2	1	-1
CCC(=O)NC(c1ccc(OC)cc1)c1c(O)ccc2ccccc12 (stereo unspecified)	-12	0	0	0	-3.4	2	9	-1	-12	-29
Cc1noc(NS(=O)(=O)c2ccc(NC(=O)NC(C)(C(F)(F)F)C(F)(F)F)cc2)c1C	6	3	4	4	-0.2	-4	5	2	-3	5
O=C(NN=Cc1cccc([N+](=O)[O-])c1)c1cc(-c2cccnc2)nc2ccccc12	2	-1	4	5	0.1	3	-1	-2	4	0
